NPY-Y1 PAM-ag: potentiators or agonists of human neuropeptide Y receptor Y1; hit rate 0.37% among 220,000; AID 1304; activation, % at 3.6 µM; P25929; NPY-Y1 expressing cells, potentiator/agonist activation; in the data active = activation above about 33%, passing the limit was not always enough;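 note: cells stimulated with NPY at EC10 then isoproterenol at EC100; 0% = low agonist plus stimulus and 100% = saturating agonist plus stimulus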
eIF4E 4G PPI: eIF4E/eIF4G interaction inhibition in translation initiation; inhibition, % at 21.7 µM; hit rate 0.37% among 220,000; P63073+Q04637; TR-FRET eIF4E-eIF4GI(517-606) binding, 2 h;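 active = inhibition above about 30%, limit read from the data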;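 note: 0% = full FRET control wells and 100% = background wells lacking eIF4GI fragment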
NPY-Y2 PAM-ag: human NPY-Y2 potentiation or agonism, primary screen | P49146 | cells expressing NPY-Y2, potentiator/agonist read-out | activation, % at 3.6 µM | hit rate 0.45% among 220,000 | AID 1359; in the data active = activation above about 27%;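 note: cells stimulated with NPY near EC25 plus isoproterenol at EC100; 0% = vehicle plus submaximal agonist and 100% = vehicle plus saturating agonist; some results beyond the cut were filed as inactive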
Target sequence (P49146 whole entry, looked up): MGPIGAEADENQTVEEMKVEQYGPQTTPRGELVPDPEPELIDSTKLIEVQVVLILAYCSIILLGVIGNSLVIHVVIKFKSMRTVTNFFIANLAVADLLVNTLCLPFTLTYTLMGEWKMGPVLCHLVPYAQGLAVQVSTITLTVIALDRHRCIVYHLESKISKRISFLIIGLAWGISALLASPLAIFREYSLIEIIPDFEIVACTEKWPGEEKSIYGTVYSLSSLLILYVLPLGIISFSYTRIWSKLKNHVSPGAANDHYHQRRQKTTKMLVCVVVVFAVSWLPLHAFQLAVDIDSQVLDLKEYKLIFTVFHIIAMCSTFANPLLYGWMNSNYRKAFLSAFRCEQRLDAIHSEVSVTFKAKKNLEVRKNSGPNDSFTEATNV
EP2 mod: EP2 receptor (human) modulation; EP2-expressing cells, cAMP HTRF FRET, PGE2 co-stimulation; induction, % at 25 µM; hit rate 0.83% among 260,000; AID 940;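 active = compounds whose cAMP rise, as percent of the full-agonist control response, exceeds 60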;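 note: rat C6 glioma line stably carrying human EP2 under a CMV promoter; the protocol text gives 20 µM as final concentration; 100% = response of wells given 1 µM PGE2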
S1P4 antagonist: blocks the human S1P4 receptor; hit rate 0.26% among 220,000; S1P4-expressing cells, antagonist mode, reporter read-out; AID 1510; inhibition, % at 4.98 µM; in the data active = inhibition above about 29%;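 note: 0% = wells stimulated with agonist and 100% = vehicle wells without agonist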
Target sequence (O95977 whole entry, looked up): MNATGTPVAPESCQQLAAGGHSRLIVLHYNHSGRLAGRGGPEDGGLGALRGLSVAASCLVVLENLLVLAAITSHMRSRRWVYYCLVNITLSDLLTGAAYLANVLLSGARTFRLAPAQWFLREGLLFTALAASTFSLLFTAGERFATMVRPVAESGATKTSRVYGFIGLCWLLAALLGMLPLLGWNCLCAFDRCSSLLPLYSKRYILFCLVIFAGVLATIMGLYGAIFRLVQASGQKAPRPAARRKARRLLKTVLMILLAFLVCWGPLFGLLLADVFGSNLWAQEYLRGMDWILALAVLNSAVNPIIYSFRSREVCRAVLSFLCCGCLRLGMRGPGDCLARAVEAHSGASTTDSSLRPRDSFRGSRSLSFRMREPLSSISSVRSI
S1P4 ag: activates the human S1P4 receptor. hit rate 0.35% among 220,000. activation, % at 4.98 µM. O95977. S1P4-expressing cell line, agonist reporter assay; in the data active = activation above about 11%;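 note: 0% = DMSO vehicle and 100% = reference agonist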
NPY Y1 blocker: blocks the human neuropeptide Y Y1 receptor; P25929; HEK293-CNG Y1 cells, membrane potential fluorescence; NPY at EC95, then isoproterenol; inhibition, % at 3.6 µM; hit rate 1% among 200,000;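 active = inhibition above the campaign mean inhibition of all tested compounds plus 3 SD, cut at about 20% in these data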;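 note: 0% = DMSO wells given NPY plus isoproterenol and 100% = isoproterenol alone without NPY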
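Test system: HEK293 cells co-expressing NPY Y1 receptor and cyclic-nucleotide gated channel; Also added: NPY (25 nM), isoproterenol (1 µM), Ro 20-1724 (25 µM); Compound dosing: one concentration, 3.6 µM, in 0.4% DMSO; Timing: dye 3 h, compound 60 min room temperature, stimulation 45 min; Technique: Membrane-potential fluorescent dye readout.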
p97 inhibitor: inhibitors of human p97 ATPase; recombinant p97 ATPase, Kinase-Glo ATP luminescence, 3 h; P55072; AID 1481; inhibition, % at 8 µM; hit rate 0.42% among 220,000; in the data active = inhibition above about 15%;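 note: 0% = DMSO vehicle and 100% = wells lacking enzyme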
EP2 antag: inhibitors of human EP2 prostaglandin E2 receptor. inhibition, % at 25 µM. AID 1422. hit rate 0.52% among 260,000. C6 glioma cells expressing human EP2, cAMP TR-FRET; cells stimulated with saturating PGE2;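 active = percent inhibition above 40 after rounding to a whole number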;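 note: rat C6 glioma host cells with rolipram phosphodiesterase inhibitor present; the protocol text gives 20 µM as final concentration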
The depositor's hits bear a star; · = no result given; & = joins results of further samples; [ ] = another dose, or the depositor's remark. An excerpt, so the mix of outcomes need not match the whole.

SMILES	NPY-Y1 PAM-ag	eIF4E 4G PPI	NPY-Y2 PAM-ag	EP2 mod	S1P4 antagonist	S1P4 ag	NPY Y1 blocker	p97 inhibitor	EP2 antag
CN(C)c1ccc(-c2nc3cnccn3c2Nc2ccc3c(c2)OCCO3)cc1	-6	6	5	-69	18	-2.2	·	3	9
CCNc1c(C(=O)O)ccc2c1C(=O)c1ccccc1C2=O	-12	-3	-6	20	17	-0.8	-2	-5	18
O=C(CC1C(=O)NCCN1C(=O)Nc1ccccc1)Nc1ccc(F)cc1 (configuration not stated)	10	2	19	-32	8	0.3	·	9	16
Cc1ccc(N2CC(C(=O)Nc3ccc(S(=O)(=O)Nc4nccs4)cc3)CC2=O)cc1 (configuration not stated)	11	5	6	29	-17	0.7	0	5	0
Cc1ccc(Cn2c(N3CCCCCC3)nc3c2c(=O)[nH]c(=O)n3C)cc1	11	-6	3	31	-2	1.2	-2	-7	5
CC(C)NC(=O)C1CCN(C2CCN(C(=O)c3ccc4cccc(F)c4n3)CC2)CC1	5	-2	-5	11	3	0.1	·	-3	7
COc1ccc(NC(=O)Nc2nnc(-c3cccs3)s2)cc1	-1	-2	-22	11	-6	0.3	·	3	3
COc1cc(OC)cc(C(=O)NNc2nc3cc4c(cc3s2)OCO4)c1	-11	5[fluorescence artefact?]	-2	-9	5	0.4	5	3	10
COc1cccc(/C=N/Nc2ncnc(Cl)c2N)c1O	1	-2	-5	-28	-5	-0.8	-1	-3	3
COC(=O)c1nnn(-c2nc(N3CCOCC3)nc(N3CCOCC3)n2)c1C	-8	6	-2	14	-6	0.9	0	3	5
Cc1[nH][nH]c(=O)c1C(c1ccc(-c2ccccc2C(=O)O)o1)c1c(C)[nH][nH]c1=O	-2	-3	7	27	14	-1.1	-7	22*	5
COC(=O)c1c2c(nc3ccccc13)CCC2	-10	-4	2	8	9	-3.2	-1	1	11
CC1(C)CC(=O)c2cnc3c(C#N)cnn3c2C1	14	7	4	25	-11	-0.3	1	4	1
CC(=O)/C(=N/Nc1ccc(Br)cc1)N1CCCc2ccccc21	3	-1	-3	40	16	0.6	·	6	8
Cc1onc(-c2ccccc2Cl)c1C(=O)Nc1c(C)n(C)n(-c2ccccc2)c1=O	-14	4[fluorescence artefact?]	1	15	1	0.6	-5	6	7
O=C(NCc1ccccn1)C(=O)NN=C1CCCCCCCCCCC1	6	-2	1	21	-19	1.1	2	3	11
O=C(COc1ccccc1)Nc1nc(-c2cccs2)cs1	-29	-11	-2	-27	0	-2.1	5	5	14
COC(=O)c1ccccc1C(=O)N1CCOCCOCCOCC1	-11	-4	4	2	-1	1.3	3	10	7
O=C1c2cccc3cccc(c23)C(=O)N1/N=C/c1ccc(O)cc1O	6	-2[fluorescence artefact?]	13	8	-8	2.1	-4	3	12
O=C1C2CC=C(Cl)CC2C(=O)N1CNc1ccccn1 (configuration not stated)	12	3	10	-6	0	0.2	-5	2	·
COc1ccccc1-c1csc(NC(=O)c2cc(-c3cccs3)nc3ccccc23)n1	-29	-2[fluorescence artefact?]	-24	12	-8	-0.4	9	-3	9
COc1ccc2[nH]c(=O)c(CN(CCc3ccccc3)Cc3nnnn3CC3CCCO3)cc2c1 (configuration not stated)	-10	2	-10	26&-12	3	-0.9	13	-1	6&20
Cc1cc(C)cc(-n2c(C)cc(C(=O)CSc3nnnn3C)c2C)c1	-45	-6	-14	50	-4	0.4	7	-7	10
CCN(CC)c1ccc(CN(C(=O)c2cc(OC)c(OC)c(OC)c2)C2CCS(=O)(=O)C2)cc1 (configuration not stated)	-2	0[fluorescence artefact?]	-17	19	5	1.7	3	-3	10
COc1ccc(-c2cc(C(=O)O)c3ccccc3n2)c(OC)c1	18	10	1	2	2	1.8	3	5	10
CCOP(=O)(c1ccccc1)c1nc(-c2ccccc2C)oc1NCc1ccccc1 (configuration not stated)	-4	-8	8	47	-14	-0.2	·	-13	6
OC(Cn1cncn1)c1ccc(Cl)cc1 (configuration not stated)	19	1	3	-15	-9	-0.3	5	4	7
c1ccc2oc(-c3csc(NCC4CCCO4)n3)cc2c1 (configuration not stated)	1	4	15	-69	0	0.8	-3	0	4
CNC(=O)c1cc(C)c(-c2ccccc2)s1	8	7	-3	15	-19	-0.3	-5	-6	9
COC(=O)c1sccc1NC(=O)CSc1cc(Cl)ccc1Cl	-33	15	-7	57	-3	0.3	14	-10	6
CCOc1ccc(C2=C/C(=C/c3cccnc3)C(=O)O2)cc1	-14	-20	-9	23	-8	-1.7	9	0	12
COc1ccc(/C=C/C(=O)c2c(C)nc3ccccn23)cc1	9	1	0	-15	-10	0.1	1	2	6
CN1/C(=C\C=C(/C#N)C(=O)Nc2ccccc2F)C(C)(C)c2ccccc21	-22	1	-4	35	-11	0.6	6	4	11
Cn1c(Cn2c(=O)sc3ccccc32)nnc1SCc1ccccc1F	9	3	-3	-7	-12	-0.6	0	-4	3
Cc1cccc(C)c1NC(=O)c1sc(N)nc1-c1ccccc1	14	-2	9	-20	-16	2.9	8	5	5
COc1ccc(NC(=O)C2CCCN2C(=O)OC(C)(C)C)cc1 (configuration not stated)	10	1	9	-10	-12	1.3	1	4	11
Cc1ccccc1-c1cc(C(=O)Nc2nc3c(s2)CCCC3)c2ccccc2n1	-31	-2	-26	21	-5	0.8	7	2	3
O=C(N/C(=C\c1ccc2c(c1)OCO2)C(=O)N1CCOCC1)c1cccs1	-20	0	-14	12	-13	-1.6	-2	-3	12
CS(=O)(=O)Nc1ccc(C(=O)N2CCCCC2)cc1	-3	-1	-15	19	-5	-2.5	-4	-2	5
CCOC(=O)c1c(NC(=O)CCC(=O)O)sc2c1CC(C)(C)OC2	-19	-1	-6	14	1	-1.5	10	1	4
Cc1ccc(-n2nc(C(=O)O)cc2-c2ccc(Cl)cc2)cc1	-34	-7	-9	29	-2	0.5	1	-12	8
CCCn1c(NC(=O)c2ccccc2)nc2ccccc21	-30	-6	-14	36	29*	-3.2	7	-2	11
Cc1cc(C)n(CC(C)O)c(=O)c1C#N (configuration not stated)	20	3[fluorescence artefact?]	-8	27	-5	1.8	-4	3	7
COc1ccccc1CCc1nnc(CCC(=O)N(C)Cc2cccc3cnccc23)o1	-10	2	15	-36	-30	0.7	2	4	10
CN(C)c1ccc(N=c2sc3ccccc3n2C)cc1	-17	38*[fluorescence artefact?]	-20	-4	-2	-1.7	-4	1	10
COc1ccccc1CNC(=O)COC(=O)Cc1c(F)cccc1Cl	-10	1	-11	-2	-21	-1.0	4	-6	5
C=CCn1c(COc2ccc(F)cc2)nnc1SCC(=O)c1c[nH]c2c(CC)cccc12	10	-3	5	-17	-23	2.8	-3	1	6
CC(C)(C)NC(=O)NC(=O)CN1CCN(S(=O)(=O)c2ccccc2)CC1	-3	-9	1	6	-3	0.5	·	3	4
Cn1c(O)c(N=NC(=O)c2ccco2)c2ccccc21	-1	4	-7	-14	2	-3.7	2	-8	21
CCn1cc(/C=N/NC(=O)c2cc3c(ccc4ccccc43)o2)c2ccccc21	-3	-14	-28	-5	5	1.1	10	1	10
COc1cccc(NC(=O)C2CCN(Cc3cnn(-c4ccccc4)c3-n3cccc3)CC2)c1	-14	-1	-12	-62	-10	2.0	4	1	7
CCc1cccc2c1NC1(CCCC1)CC2C (configuration not stated)	8	-2	-8	2	-27	0.2	·	1	1
CCOC(=O)CC(=O)Nc1nnc(C(C)C)s1	9	4	14	-6	-1	0.0	1	5	11
Cc1[nH]nc2c1C(c1ccc(-c3ccccc3C#N)o1)C(C#N)=C(N)O2 (configuration not stated)	0	8	7	-33	-1	-1.1	-2	6	63*
O=C(CCN1C(=O)COc2ccccc21)N1CCCCC1	6	7	-8	14	-20	1.7	-2	-1	9
CCCc1cc(SCC(=O)Nc2c(C)n(C)n(-c3ccccc3)c2=O)n2c(nc3ccccc32)c1C#N	-34	-81	-36	16	6	-4.0	2	2	15
Cc1ccc(-n2c(=O)[nH]c3c(oc4ccccc43)c2=O)cc1	11	4	2	-39	11	2.3	0	1	9
CC(=O)c1cc(C#N)c(NCc2cc(-c3ccccc3)no2)nc1C	5	-3	-7	-53	-12	2.0	3	1	7
O=c1c2c([nH]c3ccccc13)C(=C1CCCC1)CC2	-4	13[fluorescence artefact?]	5	-12	-7	2.7	-1	11	1
C1CCN=C(Nc2nc3c(s2)CCCC3)CC1	-11	0	-3	31	-18	-0.1	4	-3	20

(next part)
SMILES	NPY-Y1 PAM-ag	eIF4E 4G PPI	NPY-Y2 PAM-ag	EP2 mod	S1P4 antagonist	S1P4 ag	NPY Y1 blocker	p97 inhibitor	EP2 antag
Cc1cc(C(=O)OCC(=O)NCc2ccccc2)c(C)o1	8	-1	9	56	1	0.9	3	2	6
CCOc1ccc(S(=O)(=O)Nc2ccccc2C(=O)NCc2ccco2)cc1	-1	6	-1	10&-21	2	-2.1	4	-3	11&10
CN(C)/C=N/c1nc2nccc(-c3cccs3)n2n1	-7	2	-5	11	-24	-0.9	9	-3	1
Cn1c(N)c(C(=O)COC(=O)c2cc(S(=O)(=O)N3CCCCC3)ccc2Cl)c(=O)n(C)c1=O	-6	-2	4	28	17	2.6	3	3	5
COC(=O)c1cccc(S(=O)(=O)N2CCC(NC(=O)NC34CC5CC(CC(C5)C3)C4)CC2)c1	4	-8	11	8	-1	2.5	3	3	·
CCC(=O)Nc1ccc(C(=O)OCC(=O)c2ccc(C)c([N+](=O)[O-])c2)cc1	4	-1	1	-24	-1	1.9	-4	2	6
O=C(Oc1ccc(NC2=NS(=O)(=O)c3ccccc32)cc1)c1cccnc1	18	-2	-2	-51	-3	2.4	0	3	4
CCc1cc(-c2n[nH]c(C)c2-c2nc3ccccc3n2C)c(O)c(CN2CCN(C)CC2)c1O	11	-13	5	0	-10	1.2	2	-1	-7
C=CCN(CC(=O)O)S(=O)(=O)c1ccccc1C(F)(F)F	17	-2	5	38	-18	0.1	11	2	4
CC(C)NCCOCCOc1ccc(Cl)cc1Br	-2	6	-8	-51	-7	4.7	0	8	11
C[C@@H]1NC(=O)c2cc([N+](=O)[O-])cc(I)c2NCC[C@@H](C(N)=O)NC(=O)[C@H](CC(N)=O)NC1=O	7	2[fluorescence artefact?]	0	27	-6	2.1	-4	10	7
O=c1nc(Nc2ccc(Br)cc2)sc2ccc([N+](=O)[O-])cc12	21	28	-11	21	0	0.3	·	8	7

Part of the list above, limited to S1P4 antagonist, EP2 antag and EP2 mod:
canonical_smiles | S1P4 antagonist | EP2 antag | EP2 mod
CCC(=O)Nc1ccc(C(=O)OCC(=O)c2ccc(C)c([N+](=O)[O-])c2)cc1 | -1 | 6 | -24
O=C(Oc1ccc(NC2=NS(=O)(=O)c3ccccc32)cc1)c1cccnc1 | -3 | 4 | -51
CCc1cc(-c2n[nH]c(C)c2-c2nc3ccccc3n2C)c(O)c(CN2CCN(C)CC2)c1O | -10 | -7 | 0

Going on with the list:
SMILES	NPY-Y1 PAM-ag	eIF4E 4G PPI	NPY-Y2 PAM-ag	EP2 mod	S1P4 antagonist	S1P4 ag	NPY Y1 blocker	p97 inhibitor	EP2 antag
N#Cc1ccc(CSc2nnc(NC(=O)C3CCCO3)s2)cc1 (configuration not stated)	-1	1	13	5	4	0.1	1	3	14
Cc1ccc(Cn2cnc3ccccc32)cc1C	-32	-1	-15	-9	-6	-3.2	-2	2	-2
Cc1nc2ncnn2c(N2CCN(C(c3ccccc3)c3ccccc3)CC2)c1C	8	3	20	60	-4	-0.6	1	1	9
COc1cc2c(cc1OC)C1=C(C#N)COCN1CC2	0	1	2	5	1	1.4	-3	6	12
COc1ccc(NS(=O)(=O)c2ccc(S(=O)(=O)N3CCCC3)cc2)cc1	-16	12	-13	-24	-3	1.1	-8	-4	-3

Screens as filed in PubChem.
